# Compound activity deposited in PubChem BioAssay by National Center for Advancing Translational Sciences (NCATS).
# PLK1 PBD inh = inhibitors of human PLK1 polo-box domain binding; AID 720504; Plk1 PBD binding of FITC phosphopeptide, fluorescence polarization; Potency, µM, for inactives: max response, negative = inhibition, hits mostly inhibitors; P53350; actives 2.8% (n = 360,000); further: potency means the concentration at half of the fitted maximal effect; series mostly up to about 57 µM; on the % scale 0 is the no-effect control and ±100 the full control effect; nearly all actives have a fitted effect of over 65% in size
# PI5P4Ka inh = blocks human PI5P4K alpha kinase activity; PI5P4Kalpha enzyme, ADP-Glo luminescence, 60 min; hits give low values; P48426; max response, %; actives 1.2% (n = 330,000); active means max response of -50% or lower; inconclusive means between -30% and -50%; inactive means -30% or higher; further: value at the top dose of about 77 µM; on the % scale 0 is the no-effect control and ±100 the full control effect
#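 Controls without substrate or without enzyme flank wells where PI5P4Kalpha converts substrate using 5 microM ATP (final). Incubation lasts 60 minutes at room temperature; ADP formed is read by ADP-Glo luminescence.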
# aSyn yeast inh = rescues yeast growth from alpha-synuclein toxicity. AID 652106. Yeast expressing alpha-synuclein, growth rescue, BacTiter-Glo, 24 h. Potency, µM (series often up to 46.1 µM), without a hit: top-dose growth rescue (activation), hits mostly activators. actives 0.14% (n = 370,000); further: potency means the concentration at half of the fitted maximal effect; % of control where 0% means no effect; nearly all actives have a fitted effect of over 65% in size
#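 Screening used galactose-induced yeast with toxic alpha-synuclein levels, exposed to compound for 24 hr at 30 deg C. Cell growth, read with BacTiter-Glo luminescence, gave the measured signal.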
# EPAC1 antagonist = antagonists of human EPAC1; AID 720709; O95398; actives 0.14% (n = 360,000); EPAC1 GEF assay, Rap1b-BODIPY-GDP exchange fluorescence; Potency, µM (top dose mostly 115 µM), inactives show at the highest dose activity change, negative = inhibition, hits mostly inhibitors;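 further: potency means the concentration at half of the fitted maximal effect; plate controls were vehicle for no effect and positive control for full effect; nearly all actives have a fitted effect of over 50% in size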
# FUS suppressor = suppressors of FUS proteinopathy in yeast; Potency, µM (highest dose often 76.6 µM), for inactives: at the highest dose growth rescue (activation), hits mostly activators; actives 0.24% (n = 390,000); S. cerevisiae FUS-expressing, growth rescue, OD600, 24 h;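 further: potency means the concentration at half of the fitted maximal effect; plate controls were DMSO vehicle for no effect and reference control for full effect; nearly all actives have a fitted effect of over 55% in size; some results filed as inactive show a strong effect at the top dose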
#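 Toxicity suppression screen in FUS-yeast. Cells induced with 2% galactose, starting OD 0.005, treated 24hr at 30C with compounds at multiple final concentrations; growth by OD600.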
# WRN inhibitor = inhibitors of human WRN helicase; WRN helicase unwinding, fluorescent forked duplex, kinetic; Potency, µM (highest dose often 114 µM), for inactives: top-dose activity change, negative = inhibition, hits mostly inhibitors; actives 0.46% (n = 360,000); further: potency means the concentration at half of the fitted maximal effect; on the % scale 0 is the no-effect control and ±100 the full control effect; nearly all actives have a fitted effect of over 55% in size
# Target sequence (Q14191 whole entry, looked up): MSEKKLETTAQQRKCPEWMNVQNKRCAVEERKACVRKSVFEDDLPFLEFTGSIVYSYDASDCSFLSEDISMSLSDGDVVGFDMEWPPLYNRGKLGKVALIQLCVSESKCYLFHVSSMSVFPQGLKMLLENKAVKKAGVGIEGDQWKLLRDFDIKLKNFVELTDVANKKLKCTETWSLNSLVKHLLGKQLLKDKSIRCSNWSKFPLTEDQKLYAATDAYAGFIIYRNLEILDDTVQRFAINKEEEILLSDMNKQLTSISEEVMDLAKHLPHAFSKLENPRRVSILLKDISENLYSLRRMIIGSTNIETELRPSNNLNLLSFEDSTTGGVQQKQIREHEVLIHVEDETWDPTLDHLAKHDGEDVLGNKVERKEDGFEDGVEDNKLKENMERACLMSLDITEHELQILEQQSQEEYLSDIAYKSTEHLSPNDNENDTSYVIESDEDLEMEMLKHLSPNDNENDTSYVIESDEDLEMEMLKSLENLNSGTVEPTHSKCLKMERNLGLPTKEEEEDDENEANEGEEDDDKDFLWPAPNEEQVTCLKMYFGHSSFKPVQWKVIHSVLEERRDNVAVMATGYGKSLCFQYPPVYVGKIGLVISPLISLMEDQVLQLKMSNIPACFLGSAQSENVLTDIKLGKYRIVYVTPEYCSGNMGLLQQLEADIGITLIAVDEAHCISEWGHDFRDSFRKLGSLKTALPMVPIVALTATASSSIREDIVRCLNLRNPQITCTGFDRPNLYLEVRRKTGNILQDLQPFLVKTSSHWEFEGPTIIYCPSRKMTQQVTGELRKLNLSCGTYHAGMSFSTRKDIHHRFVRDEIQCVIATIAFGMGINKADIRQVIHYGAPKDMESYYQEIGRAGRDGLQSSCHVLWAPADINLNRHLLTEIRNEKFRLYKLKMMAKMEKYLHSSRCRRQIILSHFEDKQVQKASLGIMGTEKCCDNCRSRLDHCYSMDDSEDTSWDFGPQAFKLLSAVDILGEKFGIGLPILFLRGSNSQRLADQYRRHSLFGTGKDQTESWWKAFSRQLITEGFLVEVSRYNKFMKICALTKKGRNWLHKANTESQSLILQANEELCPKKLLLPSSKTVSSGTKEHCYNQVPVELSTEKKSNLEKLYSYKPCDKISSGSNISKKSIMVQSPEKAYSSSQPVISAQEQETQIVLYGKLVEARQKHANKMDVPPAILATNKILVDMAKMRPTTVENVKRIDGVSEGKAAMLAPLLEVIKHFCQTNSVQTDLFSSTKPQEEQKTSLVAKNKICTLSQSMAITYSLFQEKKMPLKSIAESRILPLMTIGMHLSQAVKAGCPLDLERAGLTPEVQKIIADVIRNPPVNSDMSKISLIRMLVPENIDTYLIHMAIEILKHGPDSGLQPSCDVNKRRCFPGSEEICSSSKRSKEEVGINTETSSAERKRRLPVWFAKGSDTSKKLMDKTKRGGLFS
#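 WRN at 20 nM final preincubated with compound 15 min at room temperature; reaction started with 100 nM fluorophore/quencher forked duplex oligonucleotide and 2 mM ATP final. Unwinding followed kinetically by red fluorescence (ex 525, em 598 nm).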
# IL-2 act = activates IL-2 in a cell-based reporter assay | actives 0.065% (n = 360,000) | AID 652025 | IL-2 activation reporter assay, cell-based qHTS; stimulated with anti-CD3/CD4/CD28 beads; in transgenic mouse T cells | activation, % (series mostly up to about 46 µM); in the data active means activation above about 50%; inconclusive means mostly about 30% to 49%; further: 0% is about no effect
#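 Unstimulated transgenic mouse T cells preincubated 60 min with compound, then stimulated with anti-CD3/anti-CD4-coated beads plus anti-CD28 for 18 h at 37 degrees C. IL-2 response read as EGFP and DsRed fluorescence by plate cytometry.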
# Abeta yeast res = A-beta toxicity reversal in yeast; yeast expressing A-beta42, growth rescue, OD600, 48 h; response scale: 0% DMSO, 100% iron-clioquinol control; Potency, µM (series often up to 46.1 µM), without a hit: at the highest dose growth rescue, actives largely listed as activators; actives 0.063% (n = 410,000); AID 1347071; further: potency means the concentration at half of the fitted maximal effect; nearly all actives have a fitted effect of over 55% in size
#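 Growth rescue measured by 600 nm absorbance after 48 h yeast culture at 30 C with compound. Values normalized between DMSO and an equimolar ferric chloride plus clioquinol control.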
# EPAC1 ag = activates human EPAC1 exchange factor | O95398 | EPAC1 agonist qHTS, biochemical assay; response scale: 100% = response to 6.5 mM cAMP | Potency, µM (titrated, usually from 154 µM), without a hit: top-dose activation, hits mostly activators | actives 0.073% (n = 360,000); further: potency means the concentration at half of the fitted maximal effect; nearly all actives have a fitted effect of over 60% in size
#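 Normalized to 6.5 mM cAMP, activity reflects EPAC1-catalysed release of BODIPY-GDP from Rap1B, followed kinetically over 30 min at 480 nm excitation, 540 nm emission. Reaction contained 100 nM EPAC1, 250 nM Rap1B-BODIPY-GDP, 50 uM GDP.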
# Active calls of the source: *; ? = inconclusive; . = no result given; [ ] = another dose, or the depositor's remark. Unless noted, the call rests on the fitted dose curve; in most records, active means well fitted curve in the direction sought with a large enough effect; inconclusive means small, poorly fitted or top-dose-only effect, or another doubt; inactive means no such curve, though single readings can be large; an effect the other way counts as inactive or inconclusive. This is a random part of the collection. Share with any hit: about 4.1%.
Molecule	WRN inhibitor	EPAC1 ag	FUS suppressor	EPAC1 antagonist	IL-2 act	Abeta yeast res	PI5P4Ka inh	aSyn yeast inh	PLK1 PBD inh
O=C(CCc1ccccn1)NC1CCCc2c1cnn2-c1ccc(F)cc1F (stereo not drawn)	1.1%	-6.7%	-3.5%	15.7%	0.8	0.6%	3.7	-1.1%	-0.8%
OCCC1CN(Cc2cnn(-c3ccc(F)cc3)c2)CCN1Cc1ccsc1 (stereo not drawn)	6.1%	5.7%	13.5%	-4.7%	-2.9	4.4%	-1.5	-10.5%	-12.4%
CCN1CCN(C(=O)C2c3cc(OC)c(OC)cc3C(=O)N(C)C2c2ccc(SC)cc2)CC1 (stereo not drawn)	11.0%	0.5%	-8.1%	7.8%	0.0	-2.8%	.	-0.8%	-3.8%
CC(=O)Nc1nc(SCC(=O)NCC2CCCO2)[nH]c(=O)c1NC(=O)c1cccs1 (stereo not drawn)	-10.8%	-5.4%	12.7%	-20.3%	0.6	-3.1%	1.2	-4.6%	-12.9%
CC(Sc1nnc(Cc2cccs2)n1C)C(=O)Nc1ccc(C(N)=O)cc1 (stereo not drawn)	0.8%	3.6%	6.3%	0.9%	-0.4	7.4%	-1.3	-6.0%	-4.4%
COC(=O)c1cc(C(=O)N2CCOCC2)cc([N+](=O)[O-])c1	-1.3%	-10.9%	5.0%	10.9%	-2.9	6.4%	1.6	-3.3%	-2.9%
CN(Cc1ccccc1)S(=O)(=O)c1ccc(Cl)c(C(=O)NCCCN2CCCC2=O)c1	-6.2%	4.5%	7.0%	-24.3%	-4.4	2.4%	-3.6	0.3%	3.2%
COc1ccc(S(=O)(=O)Nc2ccc3c(c2)C(=O)N([C@H](C)CO)C[C@H](C)[C@@H](CN(C)C(=O)Nc2ccc(C(F)(F)F)cc2)OCCCC[C@H](C)O3)cc1	-6.8%	-28.9%	?	-8.4%	-3.9	6.8%	3.8	?	-0.6%
CN(CCc1ccccn1)C(=S)Nc1ccc(Cl)cc1Cl	-6.7%	0.7%	8.5%	2.4%	0.0	8.3%	1.5	-0.3%	-1.2%
C/C(Cn1nnc([N+](=O)[O-])n1)=N\NC(=O)c1ccc(C)cc1	3.0%	-3.1%	.	0.1%	-3.3	5.5%	0.2	-3.9%	-7.1%
CC(=O)c1c(C)[nH]c(C(=O)Nc2ccc(Cl)c(S(=O)(=O)N(C)C)c2)c1C	1.8%	5.1%	-34.2%	-11.3%	1.6	0.5%	-0.6	-1.9%	2.5%
Cc1ccc(-c2cc(-c3ccc(Cl)cc3)c(C#N)c(N)n2)o1	-22.6%	13.0%	.	0.3%	-0.7	-5.5%	-92.6*	-1.6%	21.2µM*
Cc1cc(C)n(C(=O)COc2ccccc2C)n1	3.8%	1.7%	-35.1%	-8.5%	-1.1	-2.6%	0.2	-0.9%	-6.8%
COc1ccc(Cl)cc1NC(=O)CCn1cnc2ccccc2c1=O	-15.6%[57.1 µM]	-8.0%	-26.9%	0.5%	1.2	16.0%	2.5	1.2%	-3.0%
O=C(CN1CCC(NC(=O)c2ccc(F)cc2)CC1)NCc1ccccc1F	6.9%	-2.7%	-7.1%	12.6%	-3.3	13.5%	0.1	-9.7%	2.0%
Cc1c(N(C)CS(=O)(=O)O)c(=O)n(-c2ccccc2)n1C	3.6%	-13.7%	-40.8%	-7.7%	0.3	-1.4%	7.1	4.9%	-13.3%
CSc1n[nH]c(/N=C/c2oc(O)c3ccccc23)n1	-8.0%	-0.9%	3.2%	-4.9%	-4.0	-7.9%	-0.2	0.5%	-13.8%
F[B-](F)(F)COCc1ccccc1Br	-0.6%	2.1%	-21.2%	-19.8%	-0.6	22.8%	-4.7	-28.6%	-9.9%
COC(=O)c1ccccc1C(=O)N1CCCC(CNC(=O)c2ccc(F)cc2)C1 (stereo not drawn)	-6.0%	7.4%	3.4%	-6.1%	1.2	2.1%	2.1	7.1%	-4.2%
COC(=O)CN(c1ccc(C)cc1)S(=O)(=O)c1c(C)[nH]c(=O)[nH]c1=O	-7.7%[57.1 µM]	2.9%	9.9%	23.2%	-2.5	-27.2%	.	-4.1%	-7.2%
CC(C)(C)NC(=O)CN(Cc1ccc(F)cc1)C(=O)Cn1nnc(-c2ccc(F)cc2)n1	3.6%	-6.8%	-32.6%	-23.6%	-2.5	0.1%	17.2	9.4%	9.1%
CC(C)C[C@H](NC(=O)Nc1ccc2c(c1)OCCO2)C(=O)O	-3.1%	9.3%	-11.4%	2.0%	-0.8	-6.7%	4.2	-5.2%	-6.1%
CCOC(=O)C(NCCCCl)c1ccccc1 (stereo not drawn)	-4.9%	6.2%	-19.4%	0.8%	0.2	0.2%	8.5	0.6%	-6.4%
Nc1ccc(C(=O)OCC(=O)Nc2ccc([N+](=O)[O-])cc2C(F)(F)F)cc1	-3.7%	-4.9%	13.8%	2.4%	-1.0	-7.3%	2.9	11.4%	-13.5%
Cc1ccc(Cn2c(=O)c3c(ncn3C)n(C)c2=O)cc1	-0.8%	-2.9%	12.7%	15.1%	-0.2	2.0%	8.5	0.4%	1.3%
O=C(Nc1ccccc1C(F)(F)F)N1CCN(C(c2ccccc2)c2ccccc2)CC1	7.7%	-2.7%	17.1%	4.7%	-2.7	20.4%	.	7.3%	-0.1%
CC(C)Oc1ccc(C(CC(=O)O)NC(=O)Cc2ccccc2)cc1 (stereo not drawn)	2.8%	-1.7%	-30.4%	5.2%	-3.0	2.0%	-4.8	4.8%	1.2%
Cc1ccc(N(C(=O)c2nsc(Cl)c2Cl)C(C(=O)NC2CCCC2)c2ccc(O)cc2)cc1C (stereo not drawn)	-6.3%	8.8%	?	-18.9%	-5.0	-8.4%	1.9	-7.4%	-9.8%
CC(C)(C)C1CCc2c(C(=O)NNC(=O)CCCC(=O)O)csc2C1 (stereo not drawn)	-4.2%	-0.2%	10.6%	-3.9%	0.2	-0.6%	1.4	-2.0%	-9.5%
CCCc1nn2c(=O)cc(CSCC(=O)Nc3ccccc3OC)nc2s1	4.4%	4.0%	-23.3%	-4.8%	-3.2	2.9%	-8.6	-0.9%	-7.1%
COc1ccc(/C(C)=N/NC(=O)CNC(=O)/C=C\c2ccccc2)c(OC)c1	-2.6%	7.5%	-6.8%	-12.1%	-0.4	5.0%	-2.2	0.7%	-11.9%
CC1CC(C)(C)CC2(C1)NC(=O)N(CC(=O)Nc1cc(C(F)(F)F)ccc1N1CCCCC1)C2=O (stereo not drawn)	-3.8%	-20.6%	24.2%	-13.5%	1.1	2.0%	-26.6	1.8%[1.84 µM]	-5.9%
O=C(Nc1ccc(F)cc1)c1cccc(N2C(=O)C3C4C=CC(C4)C3C2=O)c1 (stereo not drawn)	-23.4%	7.3%	.	-10.9%	-2.1	1.9%	4.5	2.9%	2.4%
Cc1ccc(NC(=O)c2ccc(CNc3c(N4CCC(C)CC4)c(=O)c3=O)cc2)cc1	-8.7%	5.5%	15.4%	15.7%	-2.4	-1.1%	8.5	-2.6%	-8.1%
CCOC(=O)c1c(NC(=O)CSc2nnc(-c3c[nH]c4ccccc34)n2CCOC)sc2c1CCCC2	-3.9%	-13.3%	?	-20.6%	-2.9	12.0%	-2.3	5.4%	9.3%
O=C(NCC1(c2ccccc2)CCCC1)C(=O)NCC1(c2ccccc2)CCCC1	0.2%	-2.1%	.	3.6%	-0.3	-16.4%	-12.8	-7.6%	-0.7%
CCOC(=O)c1ccc(NC(=O)CN2C(=O)CSC(C)C2=O)cc1 (stereo not drawn)	-4.1%	9.9%	9.4%	-0.6%	-0.1	0.0%	0.2	2.8%	-2.8%
COc1ccccc1C(=O)Nn1c(C)nc2ccccc2c1=O	-0.4%	12.3%	16.1%	-6.0%	-3.1	-8.1%	6.0	-3.9%	-3.3%
O=C(COC(=O)c1ccccc1[N+](=O)[O-])Nc1cc(S(=O)(=O)N2CCOCC2)ccc1N1CCCC1	-6.0%	9.4%	22.3%	-17.6%	-1.7	8.5%	0.9	2.3%	-5.3%
COc1ccc(C2(O)C(=O)Nc3ccccc32)cc1 (stereo not drawn)	-3.0%	0.3%	-4.5%	-6.6%	-1.0	3.7%	1.6	1.4%	6.3%
COc1cc(CN2CCN(c3ccccc3C)CC2)cc([N+](=O)[O-])c1O	-2.5%	-2.8%	-10.4%	-10.4%	1.1	7.6%	-1.4	-6.4%	-3.1%
CC(Oc1ccccc1)c1nnc(N)s1 (stereo not drawn)	4.3%	2.3%	9.3%	-29.1%	-0.6	-9.5%	10.8	2.2%	-18.7%
COc1cc(NC(=S)N2c3ccccc3CC2C)cc(OC)c1 (stereo not drawn)	-5.7%	12.1%	.	-11.6%	-0.3	8.7%	-0.3	-0.4%	-5.7%
CCOC(=O)c1ccc(NC(=S)N2CCSC2c2ccc(Br)cc2)cc1 (stereo not drawn)	-3.7%	4.8%	20.4%	7.0%	5.1	?	-0.3	-10.8%	-12.3%
COC(=O)c1ccc(Sc2ccccc2NS(=O)(=O)c2ccc(NC(C)=O)cc2)nc1	-3.5%	6.4%	?	-3.9%	1.6	6.7%	.	3.3%	?

# Two compounds picked at random from the list so far, as already listed:
Molecule	WRN inhibitor	EPAC1 ag	FUS suppressor	EPAC1 antagonist	IL-2 act	Abeta yeast res	PI5P4Ka inh	aSyn yeast inh	PLK1 PBD inh
CCOC(=O)c1c(NC(=O)CSc2nnc(-c3c[nH]c4ccccc34)n2CCOC)sc2c1CCCC2	-3.9%	-13.3%	?	-20.6%	-2.9	12.0%	-2.3	5.4%	9.3%
O=C(Nc1ccccc1C(F)(F)F)N1CCN(C(c2ccccc2)c2ccccc2)CC1	7.7%	-2.7%	17.1%	4.7%	-2.7	20.4%	.	7.3%	-0.1%
